Screening results deposited in PubChem BioAssay by National Center for Advancing Translational Sciences (NCATS).
SW480 rerep = DNA re-replication induction in SW480 cells; SW480 DNA re-replication, Hoechst DNA content imaging, 48 h; Potency, µM (doses to about 46.1 µM), for the others: at the highest dose re-replication activation, usual class: activators; 340,000 compounds, 1.8% hits; also: % of control where 0% means no effect; nearly all actives have a fitted effect of over 55% in size
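Per well, 250 cells were exposed to pinned compound for 48 hr. Nuclear DNA was visualised with Hoechst (40 min, 37 C) and total object intensity recorded by fluorescence scanning.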
GLP1R inv ag = inverse agonists of human GLP-1 receptor; P43220; HEK293 GLP-1R CRE-luciferase, luminescence, 24 h; GLP-1R form is constitutively active; Potency, µM (doses to about 38.3 µM), for the others: top-dose activity change, negative = inhibition, hits mostly inhibitors; 410,000 compounds, 1.6% hits; AID 624417; also: % is scaled to controls: 0 for no effect and ±100 for the full control effect; nearly all actives have a fitted effect of over 55% in size
Target sequence (P43220 whole entry, looked up): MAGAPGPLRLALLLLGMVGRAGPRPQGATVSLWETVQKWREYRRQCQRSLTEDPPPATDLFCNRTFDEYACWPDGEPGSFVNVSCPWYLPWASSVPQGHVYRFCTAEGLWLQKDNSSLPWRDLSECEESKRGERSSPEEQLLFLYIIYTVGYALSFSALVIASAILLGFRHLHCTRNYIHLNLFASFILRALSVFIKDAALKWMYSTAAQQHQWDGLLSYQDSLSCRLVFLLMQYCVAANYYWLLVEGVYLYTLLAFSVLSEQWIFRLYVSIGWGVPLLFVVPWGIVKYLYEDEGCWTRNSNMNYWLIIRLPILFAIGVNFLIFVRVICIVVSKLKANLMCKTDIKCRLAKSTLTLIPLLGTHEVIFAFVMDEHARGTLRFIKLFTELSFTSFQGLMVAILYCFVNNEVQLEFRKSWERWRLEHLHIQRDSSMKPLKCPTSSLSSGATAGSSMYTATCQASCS
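Stable HEK293 clone (constitutively active GLP-1R + cAMP-response luciferase); 200 cells/uL plated, 12 h pre-culture, compound 24 hr, 37 deg C/5% CO2; detection reagent 12 min RT; luminescence.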
KB-V1 cytotox = KB-V1 MDR subline cytotoxicity; KB-V1 MDR cells viability, CellTiter-Glo, 72 h; Potency, µM (titrated, usually from 46.1 µM), for inactives: at the top dose activity change, negative = cytotoxicity, hits mostly cytotoxic; 400,000 compounds, 3.4% hits; AID 1347076; also: % is scaled to controls: 0 for no effect and ±100 for the full control effect; nearly all actives have a fitted effect of over 60% in size
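qHTS viability screen in drug-selected KB-V1 MDR cells: 72 h compound treatment at 37 degrees C, ATP luminescence end point.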
KB-3-1 tox = kills parental KB-3-1 adenocarcinoma cells. Potency, µM (series often up to 46.1 µM), for inactives: at the highest dose activity change, negative = cytotoxic, usual class: cytotoxic. 400,000 compounds, 1.4% hits. AID 1347075. KB-3-1 viability, CellTiter-Glo ATP luminescence, 72 h; also: % is scaled to controls: 0 for no effect and ±100 for the full control effect; nearly all actives have a fitted effect of over 60% in size
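KB-3-1 cells, DMEM (no phenol red) + 10% FBS; compound by pin transfer, 72 h, 37 °C. Readout: CellTiter-Glo luminescence after 10 min. Data normalized, curve-fitted.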
GLP1R ag = activates the human GLP-1 receptor | P43220 | HEK293 GLP-1R CRE-luciferase, luminescence, 4-6 h; cells express a hypersensitive GLP-1R form | Potency, µM (titrated, usually from 45.6 µM), without a hit: at the top dose activation, usual class: activators | 380,000 compounds, 0.007% hits | AID 624172; also: % of control where 0% means no effect
HT1080NT lethal = kills 2HG-producing HT-1080-NT fibrosarcoma cells | HT-1080-NT fibrosarcoma viability, CellTiter-Glo ATP luminescence, 48 h | Potency, µM (doses to about 46.1 µM), inactives show at the highest dose activity, negative = less viability, most hits filed as cytotoxic | 360,000 compounds, 1.6% hits | AID 686970;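 also: NT is the 2HG producing partner of a matched IDH1 knockdown line; 0% = DMSO-treated cells and -100% = media-only wells without cells; nearly all actives have a fitted effect of over 55% in size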
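Fibrosarcoma NT cells, 750 per well in 5% FBS RPMI, were exposed to compound for 48 hours. Viability: CellTiter-Glo luminescence.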
TDP43 rescue = inhibitors of TDP-43 toxicity in yeast; Potency, µM (highest dose often 46.1 µM), for inactives: at the top dose growth rescue (activation), hits mostly activators; TDP-43 expressing yeast growth rescue, BacTiter-Glo, 24 h; 410,000 compounds, 1.8% hits; also: % of control where 0% means no effect; nearly all actives have a fitted effect of over 50% in size
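Yeast expressing TDP-43 (pregrown in raffinose, seeded at OD600=0.02 in galactose medium) exposed to compounds 24 hr at 30 deg C. Growth read by BacTiter-Glo luminescence; rescue of toxicity appears as increased signal.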
HT1080 IDH1KD tx = HT-1080 IDH1 knockdown cell toxicity (counter line); HT-1080 IDH1 knockdown viability, ATP luminescence, 48 h; Potency, µM (series often up to 46.1 µM), without a hit: at the highest dose activity, negative = toxicity, hits mostly cytotoxic; 360,000 compounds, 2% hits;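 also: 0% = DMSO wells and -100% = cell-free medium wells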
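Viability of IDH1-knockdown HT-1080 fibrosarcoma cells was assessed by CellTiter-Glo after 48 h at 37 °C with titrated compound; concentration-effect curves were classified by fit quality and response size.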
HEK293 tox = cytotoxic in the GLP-1 receptor inverse agonist counter-screen; HEK293 cAMP-luciferase reporter cells, luminescence, 24 h; 410,000 compounds, 0.13% hits; Potency, µM (highest dose often 38.3 µM), for inactives: at the highest dose activity change, negative = inhibition, usual class: inhibitors;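 also: loss of luciferase light is scored as toxicity; % is scaled to controls: 0 for no effect and ±100 for the full control effect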
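Seeding density was 200 cells/uL; after overnight-length (12 h) culture, 23 nL compounds went on for 24 h at 37 °C. Readout used a luciferase detection reagent, luminescence taken after 12 min at room temperature.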
Active calls of the source: *; ? = inconclusive; . = not tested or not shown; & = joins results of further samples; [ ] = remark or other dose. Calls follow the shape of the dose curve; as a rule, active = well fitted curve in the direction sought with a large enough effect; inconclusive = small, poorly fitted or top-dose-only effect, or another doubt; inactive = no such curve, though single readings can be large; an effect the other way counts as inactive or inconclusive. Potency is read from the fitted curve at half-maximal effect.

SMILES | TDP43 rescue | HEK293 tox | KB-V1 cytotox | HT1080 IDH1KD tx | HT1080NT lethal | GLP1R inv ag | GLP1R ag | KB-3-1 tox | SW480 rerep
CC(C)c1[nH]nc2c1C(Cc1ccccc1)C(C#N)=C(N)O2 (stereo not given) | -3% | ? | 22% | -5% | -3% | 0% | -4% | -10% | -4%
Cc1[nH][nH]c(=O)c1C(c1c(C)[nH][nH]c1=O)c1cn(Cc2ccc(F)cc2)c2ccccc12 | ? | ? | ? | ? | -29% | 2µM* | 11% | ? | 9.2µM*
COc1nn(-c2nc(-c3ccccc3)cc(C(F)(F)F)n2)cc1[N+](=O)[O-] | -5% | -19% | 20% | -16% | 2% | -29% | 1% | 1% | -1%
O=C(Nc1ccc(S(=O)(=O)N2CCCCC2)cc1)C1CC(=O)N(Cc2ccccc2)C1 (stereo not given) | -29% | -4% | 27% | -1% | -2% | 21% | 6% | -19% | -1%
O=c1oc2cc(O)ccc2cc1-c1ccccc1 | 16µM* | . | 14% | 3% | -14% | 39%[activator] | 2% | -11% | ?
COCCCNC(=O)CN1C(=O)COc2ccc(S(=O)(=O)N3CCCCCC3)cc21 | 14%&13% | -8%&0% | ? | 7% | 6% | ? | 1%&0% | 2%&4% | 2%
O=C(CCn1c(=O)oc2ccccc21)Nc1cccc(Cl)c1 | 17% | -8% | ? | 6% | 4% | -26% | -4% | 14% | -11%
Cc1ccc(S(=O)(=O)N2CCCCC2)cc1NC(=O)CCNC(=O)c1ccccc1Cl | 9% | 0% | -2% | 4% | 6% | -16% | 1% | 1% | .
CC(=O)Nc1ccc(CN2CCCC(C(=O)c3cccc(C(F)(F)F)c3)C2)cc1 (stereo not given) | 11% | -5% | 9% | -18% | -15% | ? | 10% | -2% | -9%
NNC(=O)Cn1cnc2ccccc21 | -18%[0.397 µM] | -1% | 14% | 2% | 0% | -22% | 16% | 8% | -8%
CCOC(=O)C1(C)CCN1C(=O)c1cc(C)n(C(C)(C)C)n1 (stereo not given) | 15% | -7% | 3% | 9% | 25% | 15% | 7% | 0% | .
C=CCN(C(=O)OC(C)(C)C)S(=O)(=O)NCc1ccccc1 | 5% | 5% | 4%&-2% | -17% | -9% | 4% | -1% | 3%&4% | -27%
O=C(NCC1CCCC(CNC(=O)Nc2ccc(Cl)cn2)C1)Nc1ccc(Cl)cn1 (stereo not given) | 5% | -17% | ? | ? | ? | ? | 11% | ? | ?
O=c1oc(C2(O)CCCCC2)cc2ccc(-c3ccc4[nH]ccc4c3)cc12 | 15% | 2% | ? | -18% | -6% | ? | -2% | 0.82µM* | 23%
COc1ccc(S(=O)(=O)N2CCOC23CCN(S(=O)(=O)c2cc(C)ccc2C)CC3)cc1 | -7% | -2% | -1% | 5% | -2% | 19% | 6% | -13% | -2%
CC(C)C(=O)N1CCN(c2ccccc2NC(=O)COc2ccc(C3CCCCC3)cc2)CC1 | -8% | -11% | . | ? | ? | ? | -1% | . | ?
CC(C)CNC(=O)C1CCN(CC2CCCCC2)CC1 | -14%[1.82 µM] | -7% | -7% | 30% | 19% | 1% | 1% | -2% | 3%
CCOC(=O)CN(C(=O)CSc1nnnn1C)c1ccccc1 | -10% | -8% | 3% | 0% | -9% | 16% | 7% | -6% | -1%
O=C(CCNC(=O)c1ccc([N+](=O)[O-])cc1)Oc1ccc(F)c(F)c1 | 5% | 4% | -1% | 17% | 1% | 10% | -2% | 7% | -12%
COc1ccc(-c2nn(-c3ccccc3)cc2CN(C)CCn2ccnc2C)c(F)c1 | 5% | -15% | 9.2µM* | -5% | 0% | ? | 8% | -2% | 0%
COc1ccc(OC)c(S(=O)(=O)N2CCN(C(=O)CCc3ccccc3)CC2)c1 | -15% | 6% | . | -2% | -5% | -12% | 1% | . | 1%
COc1cc(CN2CCNC(=O)C2CC(=O)N2CCc3ccccc3C2)cc(OC)c1 (stereo not given) | 6% | 5% | -8% | -7% | 1% | 2% | 5% | -1% | -3%
CCOC(=O)C1=C(C)N=c2sc(=Cc3cc(Cl)c(OCC(=O)O)c(Cl)c3)c(=O)n2C1c1cccc(OC)c1 (stereo not given) | 2% | -15% | -10% | 21µM* | 26µM* | ? | -6% | -28% | .
COc1ccc(C(=O)Nc2ccccc2N2CCOCC2)cc1S(=O)(=O)N1CCOCC1 | 15% | 23% | 21% | 9% | 16% | 7% | 5% | -2% | 1%
O=C(/C=C/c1cn(CC(O)CN2CCCCCC2)c2ccccc12)c1ccc(Br)cc1 (stereo not given) | -6% | 104%[activator] | -5% | . | . | ? | -19% | -19% | .
Oc1c(C(c2ccco2)N2CCOCC2)sc2ncnn12 (stereo not given) | 0% | 5% | ? | -5% | 0% | 1% | 0% | 14% | -9%
O=C(N/N=C/c1ccc(Cl)c(Cl)c1)c1ccc2nc[nH]c2c1 | 11% | -17% | ? | ? | ? | -32% | 3% | 18µM* | -4%
Cc1ccc(S(=O)(=O)C(CNC(=O)c2ccc(F)c(F)c2)c2ccco2)cc1 (stereo not given) | 19% | 14% | -4% | . | . | -8% | . | -3% | .
COc1ccc(NC(=O)C(=O)NCCN2CCN(C(=O)c3ccco3)CC2)cc1 | 19% | 10% | -22% | 12% | 14% | 16% | 2% | 14% | -3%
O=C(Cn1nc(-c2ccccc2)c2ccccc2c1=O)NCC1CCCO1 (stereo not given) | -1% | -7% | -6% | 4% | 6% | 0% | 6% | 3% | -3%
Cc1ccccc1C(=O)Nc1nnc(SCC(=O)NCc2ccco2)s1 | 13% | -9% | 14% | 0% | 7% | ? | -3% | -6% | ?
COc1cccc(NC(=O)CN(C)C(=O)c2cc3c(s2)CCC(C)C3)c1 (stereo not given) | -4% | -18% | 4% | 1% | 8% | ? | 1% | 0% | -4%
Cc1ccc(C)c(NC(=O)C(Sc2nc3ccccc3c(=O)n2CC(C)C)c2ccccc2)c1 (stereo not given) | -4% | -13% | ? | -5% | -5% | ? | 0% | ? | 9%
Cc1sc2ncn(CC(=O)N3CCN(c4ccc(Cl)cc4)CC3)c(=O)c2c1S(=O)(=O)N1CCN(c2ncccn2)CC1 | 7% | -1% | 5% | . | . | -22% | -5% | -3% | .
Cc1nnc(SC(C)C(=O)Nc2sc3c(c2C#N)CCCC3)[nH]c1=O (stereo not given) | ? | -6% | 0% | 0% | -4% | -11% | 5% | 1% | -7%
Oc1cc(Cc2ccccc2)cnc1CN1CCCCC1 | -10% | -14% | 0% | 12% | 14% | 0% | 6% | 6% | -4%
CCOCCCNC(=S)N(Cc1ccccc1)Cc1nc2ccccc2c(=O)[nH]1 | -11% | 11% | -2% | -10% | -16% | 1% | 22% | 18% | 2%
CCOc1cc(C(=O)N/N=C/C2CC=CCC2)cc(OCC)c1OCC (stereo not given) | -24% | 3%[1.53 µM] | 5% | -16% | -1% | ? | -2% | 14% | 23µM*
CCn1c2ccccc2c2cc(N=C3SC(CC(=O)Nc4ccccc4OC)C(=O)N3C)ccc21 (stereo not given) | 17% | -10% | -2% | -2% | 6% | -46% | 10% | 4% | 1%
CN(CCC#N)c1ccc(C=C(C#N)c2ccc(Br)cc2)cc1 | 20% | ? | 16µM* | ? | -28% | 10µM* | 27% | -21% | .
NS(=O)(=O)c1ccc(NC(=O)CCC(=O)c2cccs2)cc1 | -11% | 3% | 25% | -2% | -3% | 20% | -1% | -7% | 46%
c1ccc(Cc2nnc3sc(-c4ccc5c(c4)OCCO5)nn23)cc1 | -2% | 2% | -14% | -4% | -6% | 46%[activator] | -3% | ? | 3%
COc1cccc2sc(N(CCCN(C)C)C(=O)c3sc4ccccc4c3Cl)nc12 | -14% | -3% | -16% | -24% | -5% | ? | -3% | -3% | -1%
CCN(CC)S(=O)(=O)c1ccc(Nc2ccc(-c3ccc4c(c3)OCCO4)nn2)cc1 | -21% | 3% | 20% | 1% | ? | 9% | -9% | 3% | -6%
Cc1ccc2c(c1)C1CC(C)(O2)N(c2cccc(C(=O)NCc3ccccn3)c2)C(=O)N1 (stereo not given) | 13% | -16% | ? | 4% | -5% | ? | 2% | -4% | -7%
O=C(COC(=O)c1cccnc1)Nc1ccccc1 | -4% | 0% | -1% | -2%[9.24 µM] | -1% | 8% | 2% | -2% | -3%
CC1CCN(C(=O)CSc2nnc(-c3cccnc3)n2C2CCCCC2)CC1 | -7% | 4% | -3% | 5% | 15% | 0% | 13% | -2% | -1%
CCCCOC(=O)Cn1c(-c2ccccc2)nc2ccccc2c1=O | ? | -5% | -17% | 11% | -1% | ? | 4% | 3% | -24%
N#CCSc1n[nH]c2nc3c(c(=O)n12)C1(CCCCC1)Cc1ccccc1-3 | -7% | 10% | -17% | -25% | -18% | -8% | 0% | -20% | ?
Cc1ccc(C(=O)CSc2nc(C)cc(C)c2C(=O)Nc2cccc(C)c2)cc1 | 20% | 42%[activator] | 0% | . | . | ? | . | -20% | .

(listing goes on)
SMILES | TDP43 rescue | HEK293 tox | KB-V1 cytotox | HT1080 IDH1KD tx | HT1080NT lethal | GLP1R inv ag | GLP1R ag | KB-3-1 tox | SW480 rerep
COC(=O)[C@]1(C)N[C@H](c2ccc(-c3cccc(Cl)c3)cc2)[C@@H]2C(=O)N(C)C(=O)[C@@H]21 | 29% | 4% | ? | -3% | 0% | 4% | -1% | 10% | 0%
COc1ccc(OCc2ccc(/C=N\NC(=O)c3sccc3C)o2)cc1 | 7% | -2% | -1% | -17% | -25% | 23% | 6% | 0% | -1%
COc1cccc(NC(=O)C2(C)CCN2Cc2ccc(OC(C)C)cc2)c1 (stereo not given) | 13% | 5% | ? | 5% | 9% | ? | 7% | 0% | .
O=C(NCCc1ccccc1)c1ccc2[nH]c(=O)c(=O)[nH]c2c1 | 11% | 4% | 1% | 6% | 3% | 8% | -4% | 1% | -39%
